procasp7 counter: activates human procaspase-7, counter-screen for procaspase-3 activators | P55210 | recombinant procaspase-7, Ac-DEVD-pNA absorbance 405 nm; D23A/D198A/D206A triple mutant, cannot self-cleave; scale: DMSO 0, 5 µM enzyme 100 | activation, % at 8.5 µM | 330,000 tested, 0.093% active;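 active = percent activation above the screen-wide mean plus 3 SD, cut at about 25% in these data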
Target sequence (P55210 whole entry D23A/D198A/D206A): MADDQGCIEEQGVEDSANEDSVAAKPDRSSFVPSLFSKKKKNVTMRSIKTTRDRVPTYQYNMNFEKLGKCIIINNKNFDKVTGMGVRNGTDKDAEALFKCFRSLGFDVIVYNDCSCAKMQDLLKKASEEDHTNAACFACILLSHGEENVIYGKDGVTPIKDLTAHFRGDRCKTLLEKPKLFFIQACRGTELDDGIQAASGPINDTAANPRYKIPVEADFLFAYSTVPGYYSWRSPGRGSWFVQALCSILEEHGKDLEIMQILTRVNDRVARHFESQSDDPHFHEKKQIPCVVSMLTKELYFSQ
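Assay system: Uncleavable procaspase-7 mutant enzyme; Input: 2 µM procaspase-7 mutant as dispensed; Also added: DEVD-pNA substrate; Medium: Zinc-free HEPES pH 7.4 with 300 mM NaCl, 0.01% Triton X-100; Timing: 1 h compound preincubation, 2 h substrate cleavage, 25 °C; Measured by: Epi-absorbance of released pNA at 405 nm, two timepoints.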
VLA-4 inh: inhibition in a human VLA-4 binding assay. 330,000 tested, 0.2% active. inhibition, % (about 7 µM as worked out from the volumes in the protocol). VLA-4 expressing cells, ligand binding flow cytometry; in the data active = inhibition above about 50%
HCV core dimer: blocks dimerization of HCV core protein; TR-FRET GST/Flag-core106 dimerization, 1536-well; inhibition, % at 5 µM; 300,000 tested, 0.33% active; AID 1899;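 active = inhibition above the mean of all tested compounds plus 3 SD, set per screening campaign, cut at about 45% in these data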
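System: GST-tagged and Flag-tagged HCV core protein residues 1-106 / Input: core106 proteins, GST 13.5 nM and Flag 17 nM / Buffer or medium: KF-containing HEPES buffer, pH 7.45, DTT, CHAPS, BSA / Probe or stimulus: Eu-anti-GST and XL665-anti-Flag labelled anti-tag antibodies / Schedule: 4 h, 22.5 °C incubation / Technique: TR-FRET 671 and 617 nm emission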
Fh CTSL1 inh: cathepsin L1 inhibition, PFM18AAP counter-screen; recombinant F. hepatica cathepsin L1, Z-Leu-Arg-MCA fluorescence; inhibition, % at 5.96 µM; 300,000 tested, 0.49% active; AID 1906;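 active = inhibition above the mean of all tested compounds plus 3 SD, set per screening campaign, cut at about 17% in these data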;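 note: 0% = plate median of test compound wells and 100% = 1 µM Z-Phe-Ala-diazomethylketone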
GASC-1 inh: human JMJD2C demethylase inhibition; Q9H3R0; GST-JMJD2C(1-420) H3K9me3 demethylation, DELFIA europium; inhibition, % at 2.35 µM; 330,000 tested, 0.069% active; AID 2099;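 active = more than half of a compound's replicate wells show inhibition beyond 50%, single wells judged on their own value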;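 note: signal counts dimethyl H3K9 product captured on neutravidin plate; 0% = median of DMSO wells and 100% = 0.3 times that DMSO median; strong numbers were not always called active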
proCasp3 act: activates human procaspase-3; P42574; recombinant procaspase-3 D3A, Ac-DEVD-pNA absorbance 405 nm; activation, % at 8.5 µM; 330,000 tested, 0.11% active; AID 463141;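 active = activation above the mean of all tested compounds plus 3 SD, cut at about 21% in these data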;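 note: 0% = DMSO alone and 100% = DMSO wells spiked with extra 5 µM PC-3 D3A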
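material = Procaspase-3 D3A mutant | probe or stimulus = Ac-DEVD-pNA | compound = single dose, 8.5 µM nominal compound, 0.8% DMSO | timing = 1 h preincubation, 2 h reaction | measured by = 405 nm absorbance of p-nitroaniline, reads at 0 and 120 min | benchmarks = DMSO-only low control, 5 µM PC-3 D3A high control | repeats = singlicate, each compound tested once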
PP5 primary: inhibitors of human protein phosphatase 5 (PP5). purified PP5c, OMFP substrate fluorescence. inhibition, % at 6.7 µM. 320,000 tested, 0.18% active;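 active = inhibition above the campaign's mean inhibition across all tested compounds plus 3 SD, cut at about 9.5% in these data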;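 note: 0% = DMSO only and 100% = 100 µM cantharidin control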
PP1 counter: PP1-alpha (human) inhibition in PP5 counter-screen; AID 2235; 320,000 tested, 0.9% active; P62136; inhibition, % at 6.7 µM; purified PP1alpha, OMFP fluorescence;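 active = inhibition above the mean inhibition of all tested compounds plus 3 SD, computed separately for each screening campaign, cut at about 15% in these data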
GRK2 aptamer HTS: inhibitors of human GRK2 displacing RNA aptamer; P25098; bead flow cytometry, FAM-aptamer displacement from GRK2; inhibition of aptamer binding, % at 10 µM; 330,000 tested, 0.59% active;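 active = inhibition of aptamer binding above 40%, roughly 3 SD of noise, on plates passing a quality check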;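 note: median bead fluorescence of bound FAM aptamer so fluorescent compounds give negative values; no value below 0 was filed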
Target sequence (P25098 whole entry, looked up): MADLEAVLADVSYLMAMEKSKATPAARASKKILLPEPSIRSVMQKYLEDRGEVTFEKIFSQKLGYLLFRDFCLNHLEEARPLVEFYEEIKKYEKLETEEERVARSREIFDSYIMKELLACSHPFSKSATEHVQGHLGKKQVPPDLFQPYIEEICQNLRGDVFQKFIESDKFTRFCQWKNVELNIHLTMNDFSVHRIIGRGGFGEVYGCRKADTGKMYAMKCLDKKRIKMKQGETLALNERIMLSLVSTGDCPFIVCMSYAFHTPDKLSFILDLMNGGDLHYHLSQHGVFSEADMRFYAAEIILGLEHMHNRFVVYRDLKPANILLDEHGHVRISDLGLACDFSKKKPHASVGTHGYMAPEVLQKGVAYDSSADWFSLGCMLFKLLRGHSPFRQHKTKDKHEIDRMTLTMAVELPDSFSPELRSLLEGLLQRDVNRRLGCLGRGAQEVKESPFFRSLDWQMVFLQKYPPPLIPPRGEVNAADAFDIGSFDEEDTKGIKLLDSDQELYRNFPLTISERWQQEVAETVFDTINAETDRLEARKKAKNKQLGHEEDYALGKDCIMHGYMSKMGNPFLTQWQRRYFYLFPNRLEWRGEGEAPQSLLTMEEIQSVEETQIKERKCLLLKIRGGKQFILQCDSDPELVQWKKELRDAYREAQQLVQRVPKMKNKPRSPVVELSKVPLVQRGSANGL
Starred values were filed as active, the others as inactive; . = not tested or not shown.

SMILES | procasp7 counter | VLA-4 inh | HCV core dimer | Fh CTSL1 inh | GASC-1 inh | proCasp3 act | PP5 primary | PP1 counter | GRK2 aptamer HTS
Cc1ccc2nc(N3CCN(C(=O)c4ccco4)CC3)c3nncn3c2c1 | 15 | 15 | 3 | -2 | -3 | 6 | -0.9 | 0 | 0
CN1CCc2c1nc1ccccc1c2N=C1CCCN1Cc1ccccc1 | -2 | -5 | -12 | 2 | 1 | 3 | 1.2 | 0 | 0
COc1cc(S(=O)(=O)n2cnc3ccccc32)ccc1Br | -3 | -1 | 2 | -1 | 11 | 1 | 0.9 | 0 | 62*
Clc1cccc(-c2ccc(/C=N/n3cnnc3)o2)c1Cl | -2 | -3 | 1 | 8 | 1 | 3 | 0.7 | 10 | 0
Oc1ccc(Nc2nc(-c3cccnc3)cs2)cc1 | -4 | -3 | -27 | -1 | 4 | -3 | 1.6 | -1 | 0
CCN(CC)CCCNC(=O)Cn1cnc2sc(C)c(S(=O)(=O)N3CCC(C)CC3)c2c1=O | 2 | 4 | -5 | -5 | -20 | -4 | 0.3 | -5 | 0
CCOC(=O)c1c(NC(=O)c2ccc(N3C(=O)[C@@H]4[C@H](C3=O)[C@H]3C=C[C@@H]4C3)cc2)sc2c1CCCC2 | 0 | 6 | 24 | 1 | 12 | 5 | 2.3 | -1 | 1
CCOc1ccc(-c2csc(NC(=O)c3cccc(N4C(=O)CCC4=O)c3)n2)cc1 | 6 | -3 | 7 | 0 | 1 | -4 | 1.8 | -2 | 2
Cn1nc(C(=O)Nc2ccc(Cl)c(S(=O)(=O)N3CCOCC3)c2)c2ccccc2c1=O | -2 | -5 | . | . | -1 | 6 | 2.5 | 0 | 0
O=C(NNC(=S)NC(=O)c1ccccc1)c1cccc([N+](=O)[O-])c1 | -20 | -25 | 2 | 0 | 30 | -7 | -0.5 | 1 | 0
CC1CC2(CCCCC2)Nc2c1ccc1ccccc21 (stereo not drawn) | 15 | 1 | -3 | 1 | 1 | 9 | 2.4 | 0 | 0
CCOC(=O)N/N=C(\C)c1ccc(Oc2ncccn2)cc1 | 10 | 7 | 0 | 0 | 0 | -2 | 0.5 | -2 | 1
O=C(Cc1cccc2ccccc12)N/N=C/c1ccc2cccc(O)c2n1 | 12 | 3 | 2 | 4 | -6 | 1 | 1.7 | 25* | 4
CCOCCCNC(=O)c1cc(=O)n(Cc2cccc(C)c2)c2ccccc12 | -1 | 0 | 2 | -1 | 2 | 11 | 4.8 | -4 | 2
C/C(=N\NC(=O)Cc1ccc(Br)cc1)c1cccnc1 | -7 | 2 | 14 | 3 | -1 | 1 | -2.1 | -2 | 12
Cc1sc2ncnc(N3CCC(C(=O)Nc4ccc(Cl)c(Cl)c4)CC3)c2c1C | 0 | 15 | . | . | . | 8 | 0.5 | -1 | 0
COCCN(C(=O)COC(=O)CCOc1ccccc1C)c1c(N)n(Cc2ccccc2)c(=O)[nH]c1=O | 6 | -4 | -1 | -14 | 3 | 6 | -1.5 | -4 | 0
O=C(O)c1ccc(/C=N/N2CCN(Cc3ccccc3)CC2)cc1 | -16 | -3 | -9 | -1 | 11 | 5 | 2.1 | 3 | 0
OC(CCN1CCCC1)(c1ccccc1)C1CCCCC1 (stereo not drawn) | -4 | -13 | -6 | -4 | -6 | 2 | 2.5 | 2 | 2
O=C(COC(=O)CSc1ccc([N+](=O)[O-])cc1)NCCC1=CCCCC1 | -27 | 0 | . | . | -5 | -7 | 2.8 | -1 | 0
CCN(CC(=O)Nc1c(F)cccc1F)C(=O)C1CCC1 | 11 | 11 | 3 | 5 | 5 | -6 | -1.3 | 0 | 0
N/C(=N\OC(=O)CCCOc1ccccc1)c1ccncc1 | 10 | 21 | -1 | -46 | -4 | -3 | -3.1 | -3 | 3
CC(C(=O)Nc1ccc(C#N)cc1)N(C)CC(=O)Nc1cccc(F)c1 (stereo not drawn) | 1 | 5 | -1 | 0 | 3 | 10 | 1.9 | -5 | 1
CCC(C(=O)Nc1ccc(S(=O)(=O)N2CCN(C)CC2)cc1)c1ccccc1 (stereo not drawn) | -6 | 8 | 2 | -2 | 3 | 3 | 0.8 | -3 | 5
CCCCC(O)(CCCC)C(=O)N/N=C(\C)c1ccc(Cl)cc1 | -1 | 4 | 0 | 4 | -4 | -9 | -1.3 | -2 | 0
Cc1ccc(C(=O)NC(C)(COc2nonc2C)COc2nonc2C)cc1 | 5 | 2 | -1 | 3 | -1 | 0 | 0.3 | -3 | 4
CC1CN(c2nc3c(c(=O)n(Cc4ccc(Cl)c(Cl)c4)c(=O)n3C)n2C)CC(C)O1 (stereo not drawn) | -8 | 4 | 8 | 4 | -3 | 2 | 1.0 | -1 | 0
Cc1ccc(C(=O)O)cc1NC(=S)NC(=O)c1ccc(COc2ccccc2)cc1 | -9 | 3 | 27 | 6 | 19 | -9 | 1.0 | 4 | 0
Cc1ccc(Nc2nc(N)nc(CN3CCCCCC3)n2)c(C)c1 | 14 | -3 | 5 | -2 | -12 | -3 | 3.0 | 0 | 0
CCCCNC(=O)COC(=O)c1cc(Br)ccc1Cl | 4 | 15 | -2 | -2 | 9 | 10 | 5.1 | 2 | 0
Cc1c(C(=O)OCC(=O)N2CCCC2)cccc1[N+](=O)[O-] | 10 | 0 | -4 | 1 | -6 | -4 | -1.0 | -3 | 0
COc1ccc(N2C(=O)CC(NCc3ccncc3)C2=O)cc1 (stereo not drawn) | -6 | 21 | 4 | -2 | -4 | 1 | 2.6 | 1 | 0
O=C(CNC(=O)c1ccc(S(=O)(=O)N2CCCC2)cc1)N/N=C/c1ccccc1Cl | -7 | 1 | -4 | -8 | 6 | 2 | -0.8 | -3 | 4
O=C(O)C1C2C=CC(O2)C1C(=O)Nc1ccccc1C(F)(F)F (stereo not drawn) | -18 | -2 | -4 | 4 | -2 | -29 | 0.5 | -3 | 2
CCN(C(=O)Cn1c(=O)oc2ccccc21)C1CCS(=O)(=O)C1 (stereo not drawn) | 4 | 39 | -6 | 3 | 2 | 2 | 1.4 | -4 | 3
Cc1cc(CN2CCCC(C(=O)Nc3ccc(-c4nc5ccccc5[nH]4)cc3)C2)n[nH]1 (stereo not drawn) | -3 | 4 | 3 | 1 | 1 | 1 | -0.8 | 3 | 0
CN(CC(=O)Nc1ccc(Cl)c(C(F)(F)F)c1)C(=O)/C=C/c1cccs1 | -8 | 2 | . | . | . | -6 | 8.2 | 5 | 1
CCOc1ccc(CCNC(=O)c2sc3nc4n(c(=O)c3c2C)CCC4)cc1 | 0 | 22 | -1 | 4 | 0 | 6 | 2.1 | -2 | 3
CCOc1ccccc1OCCOc1cccc(C(F)(F)F)c1 | -8 | 16 | -2 | 2 | -36 | -7 | 4.0 | 2 | 0
CC(=O)C[C@@H](O)CC(=O)[C@H]1OC(=O)CCCCCc2ccccc21 | -2 | -20 | . | . | 35 | -2 | . | . | 0
CCS(=O)(=O)c1ccc(NC(=O)c2ccccc2Cl)c(O)c1 | 5 | 26 | -9 | -2 | 0 | -6 | -0.5 | 2 | 0
CN(C)c1nc(NS(=O)(=O)c2ccc(Cl)cc2)nc(N(C)C)n1 | 7 | 12 | 10 | 0 | 2 | 0 | 0.2 | 1 | 0
Cc1ccc(C(=O)Nc2ccc(O)c(C(=O)O)c2)o1 | 0 | 15 | -2 | 0 | 3 | 6 | 1.6 | -2 | 1
O=C(Nc1cccc([N+](=O)[O-])c1)C1COc2ccccc2O1 (stereo not drawn) | 7 | 8 | -3 | 1 | -18 | -3 | -0.2 | -2 | 1
Cc1cc(Br)c2c(c1)C(O)(N1CCCCC1C)C(=O)N2 (stereo not drawn) | 5 | -1 | -4 | 2 | -9 | -1 | 0.5 | 4 | 3
CC1CCCCC12NC(=O)N(CC(=O)NCc1ccc3c(c1)OCO3)C2=O (stereo not drawn) | 3 | 0 | -1 | 1 | -1 | -8 | 1.6 | 0 | 0
COc1ccc2[nH]c3c(=O)n(/N=C/c4ccc(OC)c(CN5CCCC5)c4)c(C)nc3c2c1 | 10 | -2 | 0 | 6 | 0 | 0 | -1.1 | 7 | 59*
COc1ccc(S(=O)(=O)N2CCN(CC(=O)Nc3cccc(OC)c3)CC2)cc1 | -7 | 25 | -4 | 2 | -6 | 2 | 0.7 | -4 | 2

Part of the list above, with tabs:
Molecule	procasp7 counter	VLA-4 inh	HCV core dimer	Fh CTSL1 inh	GASC-1 inh	proCasp3 act	PP5 primary	PP1 counter	GRK2 aptamer HTS
CCOc1ccc(CCNC(=O)c2sc3nc4n(c(=O)c3c2C)CCC4)cc1	0	22	-1	4	0	6	2.1	-2	3
CCOc1ccccc1OCCOc1cccc(C(F)(F)F)c1	-8	16	-2	2	-36	-7	4.0	2	0
CC(=O)C[C@@H](O)CC(=O)[C@H]1OC(=O)CCCCCc2ccccc21	-2	-20	.	.	35	-2	.	.	0

Other records follow:
SMILES | procasp7 counter | VLA-4 inh | HCV core dimer | Fh CTSL1 inh | GASC-1 inh | proCasp3 act | PP5 primary | PP1 counter | GRK2 aptamer HTS
CCc1c(C)sc(NC(=O)CN2CCN(C(=O)c3ccco3)CC2)c1C(=O)OC | 13 | -9 | 4 | 4 | -1 | 6 | 5.4 | 1 | 0
Cc1ccc(OCC(=O)Nc2ccccc2Sc2ccc(Cl)cc2)c([N+](=O)[O-])n1 | -3 | 14 | 7 | -2 | 0 | 1 | 1.2 | -2 | 0
CC(CN1CCN(c2ccccc2)CC1)c1ccccc1 (stereo not drawn) | -6 | 8 | -3 | -1 | -1 | -2 | 3.9 | -2 | 0
O=C1C2=C(C(c3ccccc3)=NCCN2)C(c2cccc([N+](=O)[O-])c2)N1c1ccccc1 (stereo not drawn) | 7 | 4 | 1 | -2 | -30 | 6 | 1.2 | 0 | 0
NS(=O)(=O)c1ccc(CCNC(=O)c2ccc(Cl)c(S(=O)(=O)N3CCCCC3)c2)cc1 | 12 | 6 | . | . | -6 | 2 | . | . | 0
COC(=O)COc1cccc(NS(=O)(=O)c2cccc([N+](=O)[O-])c2)c1 | -6 | -6 | 1 | 9 | -2 | 0 | -0.9 | 3 | 0
C/C(=N\NC(=S)Nc1cc(S(=O)(=O)N2CCOCC2)ccc1Cl)c1ccc(N2CCOCC2)cc1 | 3 | 3 | 11 | -1 | 11 | 1 | 2.7 | -1 | 1
O=C1Nc2ccc(Cl)cc2C(=O)C1(F)c1ccccc1 (stereo not drawn) | 6 | 0 | 0 | -1 | -30 | -6 | -0.6 | 2 | 2
O=C(NCCCn1ccnc1)C(=O)NCC1OCCCN1S(=O)(=O)c1ccccc1 (stereo not drawn) | 0 | 11 | -4 | 0 | -8 | -4 | 4.2 | 3 | 0
CCOc1ccc(NC(=O)CN(C)C(=O)c2ccc(NC3CC3)c([N+](=O)[O-])c2)cc1OCC | -5 | 0 | -2 | 2 | 3 | -4 | -0.4 | 0 | 5

Screening results as filed in PubChem BioAssay.
